Insulin prom inh: TRM-6 insulin promoter activity inhibition; TRM-6 cells (human fetal islet line), insulin promoter-eGFP reporter, imaging; reporter expression induced with tamoxifen; inhibition, % at 2 µM; 130,000 tested, 0.9% active; AID 1273;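 active means inhibition above the mean plus 3 SD, with well images judged a real hit on visual review, cut at about 60% in these data, passing the limit was not always enough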
SDO1 yeast rescue: restores growth of sdo1-depleted yeast. AID 817. z-score at 10 µM. S. cerevisiae sdo1-depleted JHY4D growth rescue, OD600 30 h; active compounds read high; pdr5 snq2 efflux-pump mutant strain. 140,000 tested, 0.21% active;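 active means z-score above 3 at both the 24 hr and the 30 hr optical density reads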;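 further: z-score against mean and SD of all compound wells on the same plate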
SDO1 yeast rescue Rescue 24 h: further read-out of SDO1 yeast rescue, marked with its call; z-score; S. cerevisiae sdo1-depleted JHY4D growth rescue, OD600; measured here: growth rescue at 24 h;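 0 is the plate mean of compound wells and units are plate SD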
Starred values were filed as active, the others as inactive; i = inactive; · = not tested or not shown.

SMILES	Insulin prom inh	SDO1 yeast rescue	SDO1 yeast rescue Rescue 24 h
Cc1ccc(NS(=O)(=O)c2cc(OCC(N)=O)c(C)cc2Cl)cc1C	31	0.78	0.55
COc1cccc(C(=O)NC(=S)Nc2cccnc2)c1	·	0.78	0.53
C(=N\n1cnnc1)/c1cccc(OCCOc2ccccc2)c1	54	-0.48	-0.37
COc1ccc(C2=NN(c3ccccc3)C(c3cccs3)C2)cc1 (stereo unspecified)	-121	·	·
O=C(CN1C(=O)c2ccccc2S1(=O)=O)NCc1ccccn1	-14	0.92	0.33
O=C(O)CC(=O)Nc1cc(Cl)ccc1O	27	-0.12	-0.18
Cc1ccc(OC/C(=N\O)C(C)(C)C)c([N+](=O)[O-])c1	27	·	·
COc1ccc(C(=O)NCC(=O)OCC(=O)N2CC(C)CC(C)C2)cc1 (stereo unspecified)	-43	0.1	-0.31
CCOc1cc(NC(=S)NCC2CCCO2)c(OCC)cc1NC(=O)c1cccc(C)c1 (stereo unspecified)	-45	-0.36	-0.65
CC1(C)Cc2c(C#N)c(NCC3CCCO3)nc(-c3ccco3)c2CO1 (stereo unspecified)	9	-0.34	-0.34
O=C(NC(=S)N1CCN(c2nc(-c3ccccc3)cs2)CC1)c1cccnc1	-17	-1.1	-0.71
CC(NS(=O)(=O)c1ccccc1)C(N)=O (stereo unspecified)	-14	0.59	-0.16
Cc1cc(C)nc(NC(=O)C2c3ccccc3Oc3ccccc32)n1	-29	·	·
Cc1cccc(-n2c(O)c(C=Nc3ccc(O)cc3)c3ccccc3c2=O)n1	7	-0.53	-0.62
NC(=O)c1ccccc1NS(=O)(=O)c1ccc2c(c1)OCCO2	-7	-0.72	-0.73
CNC(=S)Nc1ccc(Nc2ccccc2)cc1	-42	0.45	-0.24
Cn1cnnc1SCNC(=O)C(F)(F)F	29	0.57	0.61
C=CCN1C(=O)CSc2ccc(C(=O)N3CCC(C)CC3)cc21	-23	-0.36	-0.03
COc1ccc(N2CCN(C(=O)c3ccc(CSc4ccccc4)cc3)CC2)cc1	0	0.89	2
Cc1[nH]c2c(Br)cccc2c1[C@H]1[C@@H](CC#N)C1(C)C	3	-1.4	-0.7
COc1cc(-c2nnc(-c3cc(OC)c(OC)c(OC)c3)o2)cc(OC)c1OC	14	-1.1	0.11
CC(=O)c1ccc(OCCCC(=O)n2nnc3ccccc32)cc1	·	-0.15	-0.48
O=C(CC12CC3CC(CC(Br)(C3)C1)C2)Nc1cccc(S(=O)(=O)NC2=NCCC2)c1	9	·	·
COC(=O)CCCCCCCCC(O)CN1CCCCC1 (stereo unspecified)	12	-0.04	-1
O=S(=O)(c1ccc(Br)s1)N1CCN(Cc2ccc3c(c2)OCO3)CC1	-25	-0.85	-0.62

Random excerpt: 4 compounds from above.
SMILES	Insulin prom inh	SDO1 yeast rescue	SDO1 yeast rescue Rescue 24 h
CC(=O)c1ccc(OCCCC(=O)n2nnc3ccccc32)cc1	·	-0.15	-0.48
CNC(=S)Nc1ccc(Nc2ccccc2)cc1	-42	0.45	-0.24
O=C(CN1C(=O)c2ccccc2S1(=O)=O)NCc1ccccn1	-14	0.92	0.33
C(=N\n1cnnc1)/c1cccc(OCCOc2ccccc2)c1	54	-0.48	-0.37

Continuation.
SMILES	Insulin prom inh	SDO1 yeast rescue	SDO1 yeast rescue Rescue 24 h
COC(=O)CCNc1ccc2c(c1)OCCO2	·	1.3	1.9
Cc1nc(NC(=O)CSc2cc(C)c3ccccc3n2)c(Cl)cc1Cl	·	-1.5	-1.2
CNC(=O)NC(=O)C(C)OC(=O)c1cc2c(s1)CCCCC2 (stereo unspecified)	·	0.47	0.74
c1ccc2c(c1)nc(NCC1CCCO1)c1nnnn12 (stereo unspecified)	·	-0.81	-0.76
COc1ccc(C(=O)CSc2nnc(CNc3ccc(C)cc3C)o2)cc1	21	0.74	1
COc1ccc(OCC(O)Cn2cnc(-c3ccc(Br)cc3)c2)cc1 (stereo unspecified)	12	-1.8	-1.1
COc1ccc(-c2nnc(SCC(=O)NCc3ccco3)n2C)cc1	·	1.1	0.58
COc1cc(C(=S)N2CCC(C)CC2)ccc1O	-10	-0.39	-1.1
O=C(C1CCCN(S(=O)(=O)Cc2ccccc2)C1)N1CCCCC1 (stereo unspecified)	·	-0.58	-1.1
Cc1cc2cc(CNC(=O)c3ccc(S(=O)(=O)N(C)C)cc3)ccc2n1C	·	0.72	0.47
Cc1cc(Cl)ccc1OCCCC(=O)N1CCCc2ccccc21	-13	-0.5	-0.81
O=C(Cn1cnc2ccccc2c1=O)OCCCCN1C(=O)c2ccccc2C1=O	·	-0.54	-0.44
O=C(c1ccc(Oc2ccccc2)cc1)c1nc2c(n1O)CCCC2	0	0.98	1.4
CC(=O)Nc1nonc1-c1nc2ccccc2n1CCC(C)C	·	-1.7	-1.2
CC(C)Nc1nc(Cl)nc(NN(C)c2nc(N(C)C)nc(N(C)C)n2)n1	3	-0.47	-0.5
COc1cc(OC)cc(C(=O)N[C@H](C(=O)OCC(=O)Nc2ccc(C(C)C)cc2)C(C)C)c1	·	-0.97	-1.4
CCn1c(COc2ccccc2)nnc1SCC(=O)Nc1cc(C)ccc1OC	-25	-1.8	-1.7
O=C(Nc1cc(S(=O)(=O)N2CCOCC2)ccc1N1CCOCC1)c1cnccn1	0	1.7	1.6
O=c1n(Cc2ccc(Cl)cc2)c2sc3c(c2c2ncnn12)CCCC3	-62	-2.1	-0.91
CCCCOc1ccc(Br)cc1/C(C)=N/NC1=NCCN1	-356	-0.78	-1.1
O=C(NCc1ccncc1)c1ccc(Br)cc1	·	0.65	-0.24
CC1(C)COC(c2ccc(F)c([N+](=O)[O-])c2)=N1	20	0.74	0.64
O=C(Nc1cccc(C(F)(F)F)c1)c1ccco1	-81	0.46	-0.13
NC(Cc1cccc2nsnc12)C(=O)O (stereo unspecified)	27	0.21	-0.72
CC(=O)c1cccc(NC(=O)Nc2cnn(Cc3ccc(F)cc3)c2)c1	·	-0.6	-1.1

Full records, looked up by structure. Screens in order: Insulin prom inh, SDO1 yeast rescue, SDO1 yeast rescue Rescue 24 h
Profile of CC1(C)Cc2c(C#N)c(NCC3CCCO3)nc(-c3ccco3)c2CO1 (stereo unspecified) : 9, -0.34, -0.34
Profile of O=C(O)CC(=O)Nc1cc(Cl)ccc1O : 27, -0.12, -0.18
Profile of O=C(CN1C(=O)c2ccccc2S1(=O)=O)NCc1ccccn1 : -14, 0.92, 0.33
Profile of COc1cccc(C(=O)NC(=S)Nc2cccnc2)c1 : ·, 0.78, 0.53

More compounds:
SMILES	Insulin prom inh	SDO1 yeast rescue	SDO1 yeast rescue Rescue 24 h
Cc1c(Cl)cccc1NC(=O)CNc1ccccc1F	·	-0.32	-0.15
COc1cccc(-c2nn3c(-c4cccc(C)c4)nnc3s2)c1	·	-1.6	-0.06
CC(C)=CCN1CCN(Cc2ccc(Oc3ncccn3)cc2)CC1CCO (stereo unspecified)	4	·	·
COC(=O)\C(C(C)=O)=C(/C=C/C=C/N(C)C)N(C)C	-107	0.22	0.12
O=C(NCCCN1CCCC1=O)c1ccccc1NS(=O)(=O)c1ccc(Br)cc1	-1	-0.39	-0.39
Cc1ccc2c(CC(=O)NCc3ccco3)coc2c1C	-126	0.09	0.49
CCCC(=O)Nc1ccc2oc(-c3cccnc3)nc2c1	4	0.82	-0.04
Cn1c(SCC(=O)NCc2ccco2)nnc1-c1cccs1	25	0.3	-0.28
COC(=O)c1ccc(/C=N/n2cnnc2)cc1	-73	-0.13	-0.76
O=C(c1ccco1)N1CCC(c2ccccc2)C1 (stereo unspecified)	·	-0.28	0.69
CCOC(=O)N1CCN(C(=O)c2cnn3c(C(F)F)cc(-c4ccc(C)cc4)nc23)CC1	-32	-0.98	-0.99
Cc1ccc(OCC(=O)OCCN2C(=O)c3ccccc3C2=O)cc1C	29	-0.19	-0.19
N#CCCN1CCN(C(=S)c2ccc(-c3cccc(Cl)c3)o2)CC1	·	-1.1	-0.5
COc1cc(=O)n2c(-c3ccccc3)csc2n1	18	0.75	0.81
CCCCNC(=O)C1c2ccccc2Oc2ccccc21	13	·	·
O=C(OCn1nnc2ccccc2c1=O)C1CCCCC1	14	-0.18	-0.78
CC1(C)Oc2ccc(NC(=O)c3ccco3)cc2O1	-33	0.3	-0.17
CCc1ccccc1N(CC(=O)NCCSCc1ccco1)S(C)(=O)=O	0	1.6	0.83
CCN1C(=O)/C(=C\c2cccn2-c2ccc([N+](=O)[O-])cc2)N(CC)C1=S	7	-0.55	-0.27
COc1ccc(NCc2ccc([N+](=O)[O-])s2)c(OC)c1	-27	-0.07	-0.36
COc1ccc2ncn(-c3ccccc3)c2c1	-19	0.3	0.45
CCOc1ccc(NC(=S)N2CCC(C(N)=O)CC2)cc1	7	-0.77	-1
CCN=C1S/C(=C\c2cn(CC)c3ccccc23)C(=O)N1CC	-17	7.9*	8.9*
O=[N+]([O-])c1ccc2c(c1)C=C1CCCCC1(N1CCCC1)O2 (stereo unspecified)	34	0.5	-0.24
CCc1nc(Nc2ccc3nccnc3c2)c2oc3ccccc3c2n1	0	0.77	2.3

Three entries from above, arranged by their value in SDO1 yeast rescue, low to high.
SMILES	Insulin prom inh	SDO1 yeast rescue	SDO1 yeast rescue Rescue 24 h
CCN1C(=O)/C(=C\c2cccn2-c2ccc([N+](=O)[O-])cc2)N(CC)C1=S	7	-0.55	-0.27
O=C(OCn1nnc2ccccc2c1=O)C1CCCCC1	14	-0.18	-0.78
COC(=O)c1ccc(/C=N/n2cnnc2)cc1	-73	-0.13	-0.76

Further compounds follow.
SMILES	Insulin prom inh	SDO1 yeast rescue	SDO1 yeast rescue Rescue 24 h
O=C(Nc1ccccn1)NC(C(F)(F)F)C(F)(F)F	·	2.3	2.8
CCC(C)NC(=O)CCSCCC(=O)NC(C)CC (stereo unspecified)	27	1.1	0.14
CC(C)(C)NC(=O)NC(=O)CN1CCN(c2ncc(C(F)(F)F)cc2Cl)CC1	68*	0.07	0.47
Cc1ccc(NC(=O)CSc2ncccn2)c([N+](=O)[O-])c1	0	·	·
O=C(NC1CCCCCC1)C1CCN(c2nc3ccccc3o2)CC1	·	-1.7	-0.84
COc1ccc(NC(=O)c2ccc(C)o2)c([N+](=O)[O-])c1	-36	-0.29	0.41
CC(C)Oc1ccc(CNCC2(O)CCOC(C)(C)C2)cc1 (stereo unspecified)	53	1	1.3
Cc1cc(NC(=O)c2nn(C)c(C)c2[N+](=O)[O-])no1	-3	-0.33	-1.3
N#Cc1c(N)n(CCOC(=O)c2cccc(Br)c2)c2nc3ccccc3nc12	7	-0.41	0.32
O=C(O)C1C2CCC(O2)C1C(=O)Nc1cnn(Cc2ccccc2)c1 (stereo unspecified)	·	0.57	-0.04
Cc1ccc(S(=O)(=O)N2CC(=O)Nc3ccccc32)cc1C	29	-1.1	-2
CCOC(=O)C1=C(C)NC(=O)NC1c1ccc(C)o1 (stereo unspecified)	·	-0.35	-1.1
CC(=O)C1=C(C)OC(N)=C(C#N)C1c1cc2cccc(C)c2nc1Cl (stereo unspecified)	·	0.49	0.1
O=C(NCc1ccco1)C1CCN(c2nc3ccccc3n2Cc2ccc(F)cc2)CC1	·	-1.3	-0.87
O=[N+]([O-])c1ccc(NC(=S)NCCc2ccc(Cl)cc2)cc1	40	-2.2	-2
CCOCCn1c(SCc2cccc(C)c2)nc2c1c(=O)[nH]c(=O)n2C	·	0	1.9
COc1ccc(C)cc1NC(=O)COC(=O)c1c(C)noc1C	62	0.13	-0.14
O=C(NCc1ccc2c(c1)OCO2)C1CC(=O)N(C2CCCCCCC2)C1 (stereo unspecified)	-3	0.6	0.39
COc1ccccc1C(O)P(=O)(OC(C)C)c1ccc(N(C)C)cc1 (stereo unspecified)	42	-1.2	-1.2
O=C1SC(c2ccccc2)=C/C1=C\N1CCCCC1	·	-1.7	-1.1
COc1ccc(OC)c(/C=N/NC(=O)Cc2nc3ccccc3[nH]2)c1	56	-0.14	-0.65
O=C(CN1C(=O)NC2(CCCCCC2)C1=O)N1CCN(S(=O)(=O)c2ccc(Cl)cc2)CC1	-5	0.01	0.07
Cc1ccc(-n2nc(CN3CCOCC3)c(-c3ccccc3)c2N)c(C)c1	·	0.7	0.42
O=C(O)c1nn(-c2ccccc2)c(-c2ccccc2)c1C(=O)c1ccccc1	15	1.1	1.7
N=P(N1CCOCC1)(N1CCOCC1)C12CC3CC(CC(C3)C1)C2	·	0.68	0.53

The list goes on:
SMILES	Insulin prom inh	SDO1 yeast rescue	SDO1 yeast rescue Rescue 24 h
Cc1cc(Br)ccc1SCC(=O)OCC(=O)NC1CC1	9	·	·
CCOC(=O)C(CCC(=O)O)(CCC(C)C)c1csc(N)n1 (stereo unspecified)	4	0.46	0.43
S=c1[nH]nc(-c2ccccn2)n1/N=C/c1ccc(Br)s1	·	0.83	1.2
Cc1ccccc1C(=O)Nc1ccc(-c2nc3ccc(C(=O)c4ccccc4)cc3[nH]2)cc1	-62	-1.7	-1.6
CCCC1NC(=S)N(C2CCCCC2)C1=O (stereo unspecified)	-22	0.2	-0.16
CCCNC(=O)c1nnsc1S(=O)c1ccc(Cl)cc1 (stereo unspecified)	i	·	·
COc1ccccc1Oc1ccc(S(=O)(=O)N2CCOCC2)cc1S(=O)(=O)N1CCOCC1	-183	-0.39	-0.34
Cc1cc([N+](=O)[O-])ccc1NC(=O)c1cncc(Br)c1	-55	0.47	0.27
C=CCn1cnc2c(nnn2-c2ccc(C)c(Cl)c2)c1=O	58	·	·
O=C(COC(=O)CCc1nc2ccccc2s1)NCc1ccco1	67	·	·
COc1cccc(C2=CC(c3cccc(OC)c3OC(F)F)n3nnnc3N2)c1 (stereo unspecified)	14	0.22	2.5
C=CCOc1c(Cl)cc(CNc2ccc3[nH]c(=O)[nH]c3c2)cc1OC	·	0.83	-0.62
c1nc(N2CCCC2)c2[nH]cnc2n1	37	1.8	1.8
NS(=O)(=O)c1ccc(NC(=O)CSc2ncnc3ccccc23)cc1	-6	·	·

Some of the compounds tested; rates above refer to the full screens.
